Screening results as filed in PubChem BioAssay.
VHR inh abs: inhibitors of human VHR1 phosphatase (DUSP3). AID 1654. inhibition, % at 13.3 µM. 290,000 tested, 0.52% active. recombinant VHR phosphatase, pNPP absorbance. P51452; in the data active means inhibition above about 50%; further: some compounds called inactive have numbers as strong as hits
Target sequence (P51452 whole entry, looked up): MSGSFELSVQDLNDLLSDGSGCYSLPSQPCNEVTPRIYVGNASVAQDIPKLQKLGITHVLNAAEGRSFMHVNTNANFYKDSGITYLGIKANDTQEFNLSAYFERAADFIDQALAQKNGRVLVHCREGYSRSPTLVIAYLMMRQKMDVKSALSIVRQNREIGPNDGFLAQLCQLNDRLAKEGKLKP
FadD28 FP inh: blocks FadD28 binding to the bisubstrate probe. fluorescence polarization. inhibition, % at 12.5 µM. 360,000 tested, 0.22% active. AID 588549; in the data active means inhibition above about 8.5%, passing the limit was not always enough; inconclusive means no clear call, values can overlap the other calls
Mtb BioA inh: BioA (M. tuberculosis) enzyme inhibition; purified M. tuberculosis BioA enzyme, plate reader; inhibition, % at 9.99 µM; 360,000 tested, 0.096% active; AID 602481; in the data active means inhibition above about 40%; inconclusive means no clear call, values can overlap the other calls
Mtb FBA inh: Mtb fructose-bisphosphate aldolase inhibition; purified M. tuberculosis FBA, fluorescence read-out; inhibition, % at 1 µM; AID 588726; 360,000 tested, 2.3% active; in the data active means inhibition above about 27%;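 further: 0% = vehicle and 100% = reference inhibitor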
UGM FP inh: inhibitors of M. tuberculosis UDP-galactopyranose mutase; purified UGM, fluorescence polarization probe displacement; 320,000 tested, 0.06% active; inhibition, % at 10 µM; in the data active means inhibition above about 10%, passing the limit was not always enough; inconclusive means no clear call, values can overlap the other calls
Target sequence (P9WIQ1 whole entry, looked up): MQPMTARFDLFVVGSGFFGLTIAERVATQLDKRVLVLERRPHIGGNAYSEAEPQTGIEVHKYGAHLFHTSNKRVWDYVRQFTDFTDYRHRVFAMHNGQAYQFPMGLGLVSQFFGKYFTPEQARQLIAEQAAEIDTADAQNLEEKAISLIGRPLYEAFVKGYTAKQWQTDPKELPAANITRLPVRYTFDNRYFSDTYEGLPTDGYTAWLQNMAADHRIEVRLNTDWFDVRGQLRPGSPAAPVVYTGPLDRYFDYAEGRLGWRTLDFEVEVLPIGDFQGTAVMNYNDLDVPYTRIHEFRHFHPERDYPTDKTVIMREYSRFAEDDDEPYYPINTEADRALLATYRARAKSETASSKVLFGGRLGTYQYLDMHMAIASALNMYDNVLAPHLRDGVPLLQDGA
GDH-TPI inh: GDH-TPI coupled enzyme inhibition counter-screen; GDH-TPI coupled enzyme counterscreen, NADH absorbance; inhibition, % at 4.8 µM; 360,000 tested, 1.2% active;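 further: 0% = DMSO wells and 100% = wells lacking the enzyme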
BoNT-F LC inh: inhibitors of Botulinum neurotoxin F light chain protease; Multiplex microsphere protease cleavage assay, flow cytometry; 360,000 tested, 0.22% active; inhibition, % at 10 µM; in the data active means inhibition above about 35%, passing the limit was not always enough; inconclusive means no clear call, values can overlap the other calls; further: plate controls were buffer without enzyme for full effect and enzyme alone for no effect
MazEF act: increases E. coli MazEF RNase cleavage of RNA; 350,000 tested, 0.32% active; activation, % at 20 µM; AID 504720; FAM/BHQ RNA-DNA oligo cleavage fluorescence, 5 h; in the data active means activation above about 50%
CCHFV vOTU inh: CCHFV vOTU protease inhibition. Pep-AMC fluorescence. inhibition, % at 11.5 µM. 370,000 tested, 0.55% active. AID 651958; further: 0% = vehicle wells with enzyme and 100% = no enzyme wells
Rv3671c protease: inhibitors of M. tuberculosis serine protease Rv3671c; P9WHR9; inhibition, % at 5.96 µM; 320,000 tested, 0.048% active; in the data active means inhibition above about 38%;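 further: extracellular domain of Rv3671c used as enzyme; 0% = enzyme with DMSO and 100% = no enzyme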
Target sequence (P9WHR9 whole entry, looked up, the tested form may be a part): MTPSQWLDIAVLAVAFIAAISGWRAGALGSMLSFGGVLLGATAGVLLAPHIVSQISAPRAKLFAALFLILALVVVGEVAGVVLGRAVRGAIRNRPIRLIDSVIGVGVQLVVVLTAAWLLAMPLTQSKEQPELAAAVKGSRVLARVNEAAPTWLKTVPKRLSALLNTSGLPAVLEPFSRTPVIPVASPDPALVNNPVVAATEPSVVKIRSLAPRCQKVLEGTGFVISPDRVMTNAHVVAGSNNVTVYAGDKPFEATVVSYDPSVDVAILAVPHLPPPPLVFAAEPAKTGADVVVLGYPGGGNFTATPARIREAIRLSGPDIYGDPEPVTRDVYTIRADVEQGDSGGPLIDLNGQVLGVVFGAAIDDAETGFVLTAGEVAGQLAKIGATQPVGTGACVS
Active calls of the source: *; ? = inconclusive; nt = not tested or not shown; + = active, no number; & = joins results of further samples. Unless noted, no stated cut-off is given here; in the data, active means inhibition above about 30%; inactive means the rest.

1) CCOC(=O)C1=CNS(=O)(=O)NC1c1ccc(C#N)cc1 (configuration not stated)
2) CCOC(=O)N1CCN(C(=O)C(C)N(c2ccc(Oc3ccccc3)cc2)S(C)(=O)=O)CC1 (configuration not stated)
3) O=C(NCc1ccc(Cl)cc1)C1CCC(=O)N(C2CC2)C1 (configuration not stated)
4) [O-][N+]1=c2ccc(Nc3ccccc3)cc2=NC12CCCCC2
5) Cc1cc(/C=N/n2cnnc2)c(C)n1-c1ccc(OCc2ccc(Cl)cc2)cc1
6) COc1nc(OC)nc(N2CCC(NC(=O)C(Cc3ccc(C(C)C)cc3)NC(C)=O)CC2)n1 (configuration not stated)
7) CC(=O)[C@H]1CC[C@H]2[C@@H]3CC[C@H]4C[C@H](O)CC[C@]4(C)[C@H]3C(=O)C[C@]12C
8) COc1cccc(N2C(=O)c3cccnc3C2O)c1 (configuration not stated)

compound no.	1	2	3	4	5	6	7	8
VHR inh abs	nt	-1	-2	7	18	-8	5	5
FadD28 FP inh	-2.3	-3.1	-3.0	-1.2	-2.9	-0.7	-2.6	-2.5
Mtb BioA inh	1.7	0.2	-0.5	1.5	nt	-0.3	0.6&1.3	-3.0
Mtb FBA inh	5	0	-9	-5	6	0	1	-1
UGM FP inh	nt	-1.4	-1.2	-0.4	2.6	0.8	-1.7	3.3
GDH-TPI inh	2	5	-4	29	-1	7	9	-8
BoNT-F LC inh	2	-4	-6	-15	-4	-21	-20	-8
MazEF act	7	-2	13	0	1	-5	-6	-4
CCHFV vOTU inh	-12	-6	8	11	9	-1	-2	-8
Rv3671c protease	nt	-5	-4	-20	7	-6	2	nt

Some of the entries so far, with values under each structure.
Values run as follows: VHR inh abs, FadD28 FP inh, Mtb BioA inh, Mtb FBA inh, UGM FP inh, GDH-TPI inh, BoNT-F LC inh, MazEF act, CCHFV vOTU inh, Rv3671c protease
(2) CCOC(=O)N1CCN(C(=O)C(C)N(c2ccc(Oc3ccccc3)cc2)S(C)(=O)=O)CC1 (configuration not stated)
→ -1, -3.1, 0.2, 0, -1.4, 5, -4, -2, -6, -5
(3) O=C(NCc1ccc(Cl)cc1)C1CCC(=O)N(C2CC2)C1 (configuration not stated)
→ -2, -3.0, -0.5, -9, -1.2, -4, -6, 13, 8, -4
(4) [O-][N+]1=c2ccc(Nc3ccccc3)cc2=NC12CCCCC2
→ 7, -1.2, 1.5, -5, -0.4, 29, -15, 0, 11, -20
(5) Cc1cc(/C=N/n2cnnc2)c(C)n1-c1ccc(OCc2ccc(Cl)cc2)cc1
→ 18, -2.9, nt, 6, 2.6, -1, -4, 1, 9, 7

Following part
9) O=C(NCc1ccco1)c1nn2c(C(F)(F)F)cc(-c3cccs3)nc2c1Br
10) CCc1cc2c(=O)[nH]c(Cc3ccccc3)nc2s1
11) O=C(COC(=O)c1cnccn1)Nc1cccc(F)c1
12) O=C(c1cccc(S(=O)(=O)Nc2cccc(C(F)(F)F)c2)c1)N1CCCCC1
13) CCc1noc(C)c1C(=O)N1CCN(S(=O)(=O)c2ccc(C(C)=O)cc2)CC1
14) O=C(COC(=O)c1ccc(OC(F)F)cc1)NCC1CCCO1 (configuration not stated)
15) Cc1ccc(NC(=O)/C(=C\c2cccs2)NC(=O)c2ccccc2)cc1
16) Clc1ccc2[nH]cc(-c3nnnn3-c3ccc4ccccc4c3)c2c1

compound no.	9	10	11	12	13	14	15	16
VHR inh abs	42	6	nt	5	nt	nt	-2	-4
FadD28 FP inh	-2.6	-0.4	-1.0	-1.8	-1.1	-1.2	-1.7	1.9
Mtb BioA inh	4.1	-0.8	-2.4	nt	nt	0.6	nt	nt
Mtb FBA inh	-2	6	1	1	-1	-1	2	0
UGM FP inh	-1.2	nt	0.6	-1.0	nt	nt	-0.1	-1.3
GDH-TPI inh	1	4	6	8	-2	1	18	-1
BoNT-F LC inh	2	-10	0	-3	2	1	-1	16
MazEF act	10	6	7	0	2	6	4	1
CCHFV vOTU inh	2	4	10	12	-11	-18	6	4
Rv3671c protease	-9	-13	-11	6	12	nt	-10	-58

17) CC(C)n1c(N2CCN(CC(=O)Nc3ccc4c(c3)OCCO4)CC2)nc2ccccc21
18) Cc1ccc(Nc2cc(C)nc3ccc(C)cc23)cc1
19) CCCN(CC(=O)Nc1ccccc1C)C(=O)c1ccc(C)c(S(=O)(=O)N2CCCCC2)c1
20) O=CNc1cc(-c2ccc(C(=O)N3CCOCC3)cc2)cn2c(-c3ccc(F)cc3)cnc12
21) CC(C)C(=O)Nc1nnc(SCC(=O)N2C(C)CCCC2C)s1 (configuration not stated)
22) CC(C)(C)NC(=O)c1cccc2c1-c1ccccc1C2=O
23) COC(=O)COc1ccc2c(c1)O/C(=C\c1ccco1)C2=O
24) CN1N=C(C(=O)NC2CCCc3c2cnn3-c2ccc(F)cc2F)CCC1=O (configuration not stated)

compound no.	17	18	19	20	21	22	23	24
VHR inh abs	28	5	nt	nt	40	12	16	32
FadD28 FP inh	-1.8	-3.5	-4.2	-2.8	0.6	-4.1	nt	-2.6
Mtb BioA inh	nt	2.5	1.6	0.3	-1.4	-0.4	-1.7	-0.2
Mtb FBA inh	2	0	-2	-1	-2	2	3	0
UGM FP inh	-1.1	-0.2	0.0	nt	-2.1	-0.2	0.5	3.7
GDH-TPI inh	5	10	0	0	4	3	12	1
BoNT-F LC inh	-3	8	4	2	-11	26	-1	14
MazEF act	4	12	0	nt	-4	16	-7	-7
CCHFV vOTU inh	-12	-5	1	11	13	4	10	11
Rv3671c protease	6	-4	8	nt	5	-3	2	7

25) COC(=O)c1c(C)[nH]c(C(=O)/C=C/c2ccc(C)cc2)c1C
26) O=C1/C(=C/c2cccc(F)c2)CSc2sccc21
27) CC(=O)c1c(C)[nH]c(-c2ccccc2)nc1=S
28) Cc1cc(=O)oc2c3c(cc(OCC(=O)NCCCn4ccnc4)c12)OC(C)(C)CC3
29) CCc1ccc(NC(=O)C(C)Sc2nnc(CN3CCCC3)o2)cc1 (configuration not stated)
30) COc1cc(C(=O)N2Cc3cc4ccccc4nc3C2C)cc(OC)c1OC (configuration not stated)
31) Cc1cc(/C=C(/C#N)c2nc3ccccc3[nH]2)c(C)n1-c1ccccc1C(=O)O
32) Cc1cc(=S)[nH]c(=S)[nH]1

compound no.	25	26	27	28	29	30	31	32
VHR inh abs	-13	15	12	33	nt	nt	-2	40
FadD28 FP inh	-0.8	-2.5	-2.6	-0.6	-3.0	-0.3	3.5	-0.4
Mtb BioA inh	-1.7	1.1	-1.2	20	nt	69*	nt	-2.6
Mtb FBA inh	4	1	0	+	-1	4	-1	-1
UGM FP inh	0.7	nt	-7.7	1.7	2.9	nt	-2.2	1.8
GDH-TPI inh	18	3	19	12	-8	3	23	35*
BoNT-F LC inh	3	3	?	-1	2	-4	-2	0
MazEF act	3	13	-6	9	5	-13	1	6
CCHFV vOTU inh	2	3	-4	-179	10	-10	10	-10
Rv3671c protease	-15	-1	-6	2	-2	nt	12	-6

33) CC1CN(S(=O)(=O)c2ccc(C(=O)Nc3nc(-c4cc5ccccc5o4)cs3)cc2)CC(C)O1 (configuration not stated)
34) CCCn1c(N2CCN(C(=O)NCc3ccccc3)CC2)nc2ccccc21
35) CCOC(=O)c1c(C)n(C)c2ccc(OC(=O)c3ccco3)cc12
36) COc1cccc(/C=C/C(=O)Nc2cc(S(=O)(=O)N3CCOCC3)ccc2OC)c1
37) CC(C)N1CC(C(=O)Nc2ccc(F)c(Cl)c2)CC1=O (configuration not stated)
38) C/C(=C\CNc1ncnc2nc[nH]c12)CO
39) OCCNc1nc(Nc2ccc(O)cc2)nc2ccccc12
40) O=C(CCCC(=O)N(CC(=O)NC1CCCC1)C1CCCC1)Nc1ccccn1

compound no.	33	34	35	36	37	38	39	40
VHR inh abs	11	0	14	nt	-12	nt	15	-15
FadD28 FP inh	-3.9	1.1	0.1	-3.1	-0.2	-4.4	1.0	1.6
Mtb BioA inh	nt	0.4	-1.9	-1.4	2.7	-1.2	1.3	-0.3
Mtb FBA inh	-7	-1	1	-3	2	0	1	-1
UGM FP inh	-1.5	5.3	2.4	nt	0.2	2.4	0.2	-1.8
GDH-TPI inh	11	-14	6	7	1	-2	12	-6
BoNT-F LC inh	1	0	13	6	?	-9	-2	-10
MazEF act	-6	-1	6	3	13	8	14	4
CCHFV vOTU inh	-10	5	6	17	9	1	0	-7
Rv3671c protease	-6	5	-7	nt	1	-9	7	-4

41) CC(C)(C)n1nnnc1C(c1cc2cc3c(cc2[nH]c1=O)OCO3)N1CCN(c2ccccc2)CC1 (configuration not stated)
42) CC(=O)NC(CSC(CC(=O)c1ccco1)c1ccc(C)cc1)C(=O)O (configuration not stated)
43) CCOc1ccccc1N1CCN(C(=O)NCc2ccc(F)cc2)CC1
44) OCCC1CN(Cc2cccc(C(F)(F)F)c2)CCN1Cc1ccccc1 (configuration not stated)
45) O=Cc1c(N2CCOCC2)nc2ccccn2c1=O
46) O=C(Nc1ccc(S(=O)(=O)N2CCOCC2)cc1)c1ccc(Cl)c([N+](=O)[O-])c1
47) N#C/C(=N\Nc1cccc2ccccc12)c1nnc2n1CCCCC2
48) Cc1c2cnn(CC(=O)NC3CCCC3)c(=O)c2c(C)n1Cc1ccccc1

compound no.	41	42	43	44	45	46	47	48
VHR inh abs	-2	26	7	13	-3	nt	5	-58
FadD28 FP inh	-2.4	-2.8	-1.0	-3.7	-1.1	-3.3	-2.3	-0.7
Mtb BioA inh	2.0	nt	-0.2	nt	-0.7	21	nt	0.9
Mtb FBA inh	26	5	-2	2	0	1	-4	1
UGM FP inh	0.0	-2.1	-0.3	-1.8	-3.7	nt	-0.4	-4.2
GDH-TPI inh	15	31*	8	2	10	-1	9	3
BoNT-F LC inh	-15	-2	4	6	-10	-10	-7	nt
MazEF act	-7	249*	-4	5	-3	9	48	-6
CCHFV vOTU inh	-19	10	-7	-1	1	-6	-6	7
Rv3671c protease	-10	8	-6	1	0	nt	-16	2

49) CCOC(=O)N1CCN(S(=O)(=O)c2ccc(C(=O)N(CCN(C)C)c3nc4ccc(Cl)cc4s3)cc2)CC1
50) Cc1ccc[n+](/C(C(=S)NCc2ccco2)=C(/[O-])c2ccccc2Cl)c1
51) Cc1ccc(C)c(NC(=O)C(=O)NCCc2c[nH]c3ccccc23)c1
52) COc1cc(-c2cc(OC)c3c(C)oc(C)c3c(=O)c2)ccc1O
53) COc1ccc(NCc2nnc(SCC(=O)Nc3cc(C)cc(C)c3)o2)cc1
54) COc1ccc(C(=O)CN2C(=O)COc3ccccc32)cc1
55) CCc1cccc(NC(=S)N(CCOC)C(C)c2ccco2)c1 (configuration not stated)
56) O=C(N/N=C/c1cccnc1)c1cccc(F)c1

compound no.	49	50	51	52	53	54	55	56
VHR inh abs	18	11	-20	14	-4	20	-1	-10
FadD28 FP inh	-1.1	-0.9	0.2	-4.7	-4.6	-3.6	-4.9	-4.1
Mtb BioA inh	-0.5	-0.9	-0.5	-0.4	-2.2	nt	0.7	19
Mtb FBA inh	5	1	2	-4	-1	-2	-2	-1
UGM FP inh	1.0	-0.8	1.1	-1.6	-2.6	0.6	-0.9	0.1
GDH-TPI inh	9	2	2	11	14	-13	1	4
BoNT-F LC inh	-3	12	-4	-1	-2	4	-4	5
MazEF act	9	11	0	6	-2	4	-18	-7
CCHFV vOTU inh	-2	-1	-8	8	5	-3	-13	-3
Rv3671c protease	4	-7	-9	1	7	3	-13	-5

57) CCc1ccc(NC(=O)NCCN2CCc3ccccc3C2)cc1
58) CCCCCCN1C[C@@H](n2cc(C3CC3)nn2)[C@H](O)C[C@@H]1c1ccc(Cl)cc1
59) CN(CC(=O)Nc1ccc(F)c(F)c1F)C(=O)CCN1C(=O)C2CC=CCC2C1=O (configuration not stated)
60) Cc1ccc(N2C(=O)c3ccc(C(=O)N4CCN(c5ccccc5F)CC4)cc3C2=O)cc1

compound no.	57	58	59	60
VHR inh abs	12	nt	nt	21
FadD28 FP inh	0.0	-2.3	-2.7	-1.8
Mtb BioA inh	-1.3	-1.0	-0.6	-1.5
Mtb FBA inh	2	0	-1	3
UGM FP inh	-0.5	nt	nt	2.1
GDH-TPI inh	4	7	6	1
BoNT-F LC inh	15	4	-5	-9
MazEF act	3	0	11	7
CCHFV vOTU inh	13	11	-3	16
Rv3671c protease	1	nt	nt	-3
